TrxR1 substrate = is turned over as a substrate by rat TrxR1; Potency, µM (doses to about 114 µM), without a hit: at the top dose activity change, negative = substrate turnover; AID 588456; purified TrxR1 substrate turnover, NADPH consumption readout; actives 0.01% (n = 390,000); O89049; further: potency means the concentration at half of the fitted maximal effect; on the % scale 0 is the no-effect control and ±100 the full control effect; nearly all actives have a fitted effect of over 50% in size
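Rat TrxR1, dispensed at 90 nM, was prereduced with 400 uM NADPH (final) for 5 min at ~22 deg C, then incubated with compound 15 min before 400 uM selenite. A first-read NADPH fluorescence drop versus no-compound background flagged substrates.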
IDH1 R132H inh = human IDH1 R132H inhibition. O75874. IDH1-R132H enzyme, NADPH consumption, diaphorase/resazurin fluorescence. Potency, µM (highest dose often 76.6 µM), without a hit: at the top dose activity change, negative = inhibition, most hits filed as inhibitors. actives 0.093% (n = 390,000). AID 602179; further: potency means the concentration at half of the fitted maximal effect; on the % scale 0 is the no-effect control and ±100 the full control effect; nearly all actives have a fitted effect of over 65% in size
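IDH1-R132H (0.5 ug/mL) preincubated 30 min with compound, then NADPH (0.016 mM) and alpha-KG (2 mM) added; 80 min at RT, pH 7.5. Remaining NADPH coupled via diaphorase/resazurin to fluorescence (540/590 nm); concentration-response curves normalized to no-enzyme control.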
Tb PGK inh = inhibitors of T. brucei phosphoglycerate kinase | AID 602233 | PGK/GAPDH coupled, Kinase-Glo luminescence, 60 min | actives 0.043% (n = 380,000) | P07378 | Potency, µM (titrated, usually from 57.5 µM), inactives show top-dose activity change, negative = inhibition, usual class: inhibitors; further: potency means the concentration at half of the fitted maximal effect; on the % scale 0 is the no-effect control and ±100 the full control effect; nearly all actives have a fitted effect of over 60% in size
Target sequence (P07378 whole entry, looked up): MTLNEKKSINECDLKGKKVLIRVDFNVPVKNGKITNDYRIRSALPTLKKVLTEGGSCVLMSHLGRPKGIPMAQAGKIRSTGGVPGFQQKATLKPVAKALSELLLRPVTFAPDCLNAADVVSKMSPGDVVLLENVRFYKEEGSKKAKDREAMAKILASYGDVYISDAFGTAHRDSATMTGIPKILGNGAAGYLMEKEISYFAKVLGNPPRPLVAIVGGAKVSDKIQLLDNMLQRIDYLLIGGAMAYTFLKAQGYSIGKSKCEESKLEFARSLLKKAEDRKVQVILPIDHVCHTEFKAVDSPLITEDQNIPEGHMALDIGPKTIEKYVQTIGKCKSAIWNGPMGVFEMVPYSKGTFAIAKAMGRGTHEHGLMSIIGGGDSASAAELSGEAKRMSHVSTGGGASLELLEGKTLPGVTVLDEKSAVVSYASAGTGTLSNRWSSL
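Luminescent ATP detection (Kinase-Glo Plus) follows a 60-minute room-temperature incubation, with wells lacking PGK as controls. Buffer: 100 mM TEA (pH 7.6), 5 mM MgCl2, 0.01% Tween-20. Coupling enzyme GAPDH (100 nM final) supplies unstable 1,3-BPG in-well.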
TrxR1 inh = inhibitors of rat thioredoxin reductase 1 | recombinant rTrxR1, NADPH fluorescence consumption, selenite substrate | Potency, µM (top dose mostly 114 µM), for the others: top-dose activity change, negative = inhibition, actives largely listed as inhibitors | actives 1% (n = 390,000) | AID 588453; further: potency means the concentration at half of the fitted maximal effect; on the % scale 0 is the no-effect control and ±100 the full control effect; nearly all actives have a fitted effect of over 65% in size
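Rat TrxR1 (90 nM in the dispensed reagent) was pre-reduced with 400 uM NADPH for 5 min at room temperature, then incubated with compound for 15 min. After 400 uM selenite was added, NADPH fluorescence (Ex 340/Em 450 nm) was followed for 8 min.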
HP1b binding inh = HP1-beta chromodomain-methylated histone interaction inhibition; P83916; AlphaScreen HP1-beta / biotin-H3K9me3 peptide binding; Potency, µM (titrated, usually from 114 µM), for the others: at the top dose activity change, negative = inhibition, most hits filed as inhibitors; actives 0.56% (n = 390,000); AID 540317; further: potency means the concentration at half of the fitted maximal effect; nearly all actives have a fitted effect of over 70% in size; inactives centre near 23
Target sequence (P83916 whole entry, looked up): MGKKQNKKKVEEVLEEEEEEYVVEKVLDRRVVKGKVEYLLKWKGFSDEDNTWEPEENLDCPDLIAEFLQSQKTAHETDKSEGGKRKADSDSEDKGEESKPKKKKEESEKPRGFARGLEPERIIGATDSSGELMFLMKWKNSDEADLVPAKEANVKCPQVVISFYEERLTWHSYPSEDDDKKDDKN
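AlphaScreen: HP1-beta (50 nM) preformed 30 min with biotin-H3(1-18)K9me3 peptide (50 nM) in PBS pH 7.4, 0.01% Tween-20. Compound added for 30 min at RT, then streptavidin donor/nickel chelate acceptor beads (10 ug/mL) for 30 min.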
PI4K2A block = blocks human PI4K2A kinase activity; activity change, negative = inhibition, % at 76.9 µM; actives 0.13% (n = 420,000); Q9BTU6; purified PI4K2A, ADP-Glo luminescence, 1 h; stronger effect = lower value; AID 1346378; in the data active means activity change below about -50%; inconclusive means mostly about -30% to -49%;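 further: -100% = wells without enzyme as full effect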
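Compounds are screened against recombinant PI4K2A using PI as substrate and ATP, the latter dispensed at 300 microM. Reactions run one hour at ambient temperature before ADP-Glo detection; full inhibition defined by wells lacking enzyme.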
Pin1 inhibitor = human Pin1 inhibition; Pin1 FP peptide displacement, HiFluor488, 10 min; actives 0.009% (n = 390,000); Q13526; Potency, µM (titrated, usually from 115 µM), inactives show at the top dose activity, negative = inhibition, usual class: inhibitors; active means well fitted inhibition curve with a large enough effect in the polarisation, with a control signal flat, not every such curve was filed as active; inconclusive means small, poorly fitted or top-dose-only effect, or effect the other way, or a change in a side signal; inactive means no such curve, though single readings can be large or run the other way; the % refers to the polarisation; further: potency means the concentration at half of the fitted maximal effect; on the % scale 0 is the no-effect control and ±100 the full control effect
Target sequence (Q13526 whole entry, looked up): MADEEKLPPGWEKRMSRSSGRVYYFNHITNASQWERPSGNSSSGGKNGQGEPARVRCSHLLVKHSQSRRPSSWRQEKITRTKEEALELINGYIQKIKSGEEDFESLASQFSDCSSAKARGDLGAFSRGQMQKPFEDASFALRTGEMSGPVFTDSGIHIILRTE
GLS inhibitor = inhibitors of human glutaminase (GLS) | O94925 | GLS enzymatic activity, qHTS titration | Potency, µM (series often up to 45.5 µM), for the others: top-dose activity change, negative = inhibition, usual class: inhibitors | actives 0.21% (n = 410,000) | AID 624170; further: potency means the concentration at half of the fitted maximal effect; on the % scale 0 is the no-effect control and ±100 the full control effect
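Compounds were pin-transferred onto hKGA, after which L-glutamine (1 mM solution) and a detection mix of glutamate oxidase, HRP and Amplex Red were added. Initial and 30 min RT fluorescence reads were collected.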
USP1-UAF1 inh = blocks the human USP1/UAF1 deubiquitinase complex; O94782; recombinant USP1/UAF1, Ub-Rhodamine cleavage fluorescence; AID 743255; actives 0.23% (n = 390,000); Potency, µM (titrated, usually from 57.1 µM), for the others: top-dose activity change, negative = inhibition, usual class: inhibitors; further: potency means the concentration at half of the fitted maximal effect; on the % scale 0 is the no-effect control and ±100 the full control effect; nearly all actives have a fitted effect of over 60% in size; inactives centre near -12
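Step one: compound is pinned into 1nM USP1/UAF1 in HEPES pH 7.8 buffer with TCEP. Step two: 15 min room-temperature incubation. Step three: Ub-Rho (150nM final) starts cleavage, tracked by fluorescence over six one-minute reads.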
* hit, by the source's call; i = inactive; u = inconclusive; x = no result given; [ ] = another dose, or the depositor's remark. Unless noted, the call rests on the fitted dose curve; in most records, active means well fitted curve in the direction sought with a large enough effect; inconclusive means small, poorly fitted or top-dose-only effect, or another doubt; inactive means no such curve, though single readings can be large; an effect the other way counts as inactive or inconclusive. A portion of the library; the hit share may differ from the screen's.

SMILES	TrxR1 substrate	IDH1 R132H inh	Tb PGK inh	TrxR1 inh	HP1b binding inh	PI4K2A block	Pin1 inhibitor	GLS inhibitor	USP1-UAF1 inh
N#Cc1ccc(CN(c2ccncc2)S(=O)(=O)c2ccccc2)cc1	4%[0.457 µM]	2%	-1%	32%[0.457 µM]	23%	5	-12%	13%	u
CC1CCCN(CCCNC(=O)c2ccc(CS(=O)(=O)Cc3cccc(Cl)c3)o2)C1 (centres undefined)	0%	7%	-6%	12%	14%	4	0%	-3%	-19%
CCc1ccc(-c2nc(SCC(=O)c3c(N)n(C4CC4)c(=O)[nH]c3=O)n[nH]2)cc1	-2%	-10%	-9%	12%	25%	-1	15%	3%	-15%
COc1ccccc1N(C)S(=O)(=O)c1ccc(C)c(C(=O)Nc2nccs2)c1	-9%	3%	3%	-6%	19%	-8	2%	4%	-4%
O=C(COC(=O)CN1C(=O)c2ccccc2C1=O)NC1CCCCC1	4%	-6%	5%	10%	33%	4	-3%	-6%	-21%
CC(=O)c1c(C(C)=O)c(C)n(-c2nc(-c3cccs3)c(C)s2)c1C	-6%	14%	2%	-11%	20%	2	0%	2%	-4%
CCCCNC(=O)C(CC)Sc1nnc(-c2ccc(OC)c(OC)c2)c(-c2ccc(OC)c(OC)c2)n1 (centres undefined)	-1%[57.1 µM]	-24%	i	15%[57.1 µM]	5%	3	1%	u	u
O=C(NC(=S)Nc1ccc(N2CCOCC2)c(Cl)c1)c1cccs1	3%	1%	5%	u	-5%	-3	-6%	8%	u
C=CCN1c2ccccc2[C@]23C[C@@H](C(=O)OC)N=C2NC(C(=O)OC)=C(C(=O)OC)[C@H]13	2%	-2%	-9%	6%	13%	-1	-6%	17%	-33%
COc1cc([N+](=O)[O-])ccc1NC(=S)NC(=O)CC(C)(C)C	-2%	3%	-6%	1%	u	-4	-4%	1%	-23%
O=C(OCCN1C(=O)c2ccccc2C1=O)c1cc(S(=O)(=O)N2CCOCC2)ccc1Cl	4%[57.1 µM]	1%	-1%	6%	11%	-8	3%	7%	-3%
CC(=O)NC(CC(=O)NNC(=O)C(C)Oc1ccccc1F)c1ccccc1 (centres undefined)	4%	5%	-6%	2%	24%	1	-13%	-1%	-11%
O=C(NCCC1=CCCCC1)c1ccc(=O)oc1	-22%	5%	-6%	-27%	16%	0	-4%	3%	0%
COc1cccc(-n2cc(C(=O)Nc3ccccc3C(N)=O)c3ccccc3c2=O)c1	2%	0%	-2%	16%	-7%	-1	19%	-1%	10%
COc1cc(N)c(C(O)c2nccc3cc(OC)c(OC)cc23)cc1OC (centres undefined)	7%	8%	-7%	-5%	45%[activator]	-5	-6%	8%	-18%
COc1ccc(/C=N/Nc2ncnc(Cl)c2N)cc1OC	-6%	-3%	-2%	u	2%	0	-7%	15%	-12%
N#Cc1ccc(-c2ccc(F)cc2)nc1SCC(=O)Nc1sc2c(c1C#N)CCC2	18%	0%	4%	6%	37%	-3	u	12%	-21%
CNC(=S)NN(c1ccccc1)c1ccccc1	8%	3%	-7%	10%	22%	1	-11%	29%	0%
O=c1[nH]cnc2c1ncn2-c1ccc(Cl)cc1	-6%	0%	i	5%	10%	-4	-5%	3%	-5%
Cc1ccc(NC(=O)CCNS(=O)(=O)c2ccc3[nH]c(=O)oc3c2)cc1F	0%	13%	i	8%	35%	-5	-1%	2%	-21%
CC(C)(C)OC(=O)C(C1NC(C(=O)O)C(C)(C)S1)N1C(=O)c2ccccc2C1=O (centres undefined)	0%	-6%	-6%	8%[57.1 µM]	12%	-2	-4%	-4%	-20%
N#C/C(=C\c1ccc2c(c1)OCO2)C(N)=S	-11%	-12%	4%	u	25%	1	4%	3%	2%
Cc1ccc(NC(=O)COc2ccc(-c3nnco3)cc2)cc1S(=O)(=O)N1CCOCC1	7%	-7%	7%	18%	19%	-19	1%	0%	-5%
CCOc1ccc(-n2c(=O)c3sccc3n(CC(=O)NCc3ccco3)c2=O)cc1	6%[57.1 µM]	3%	i	8%[57.1 µM]	25%	-1	30%	-5%	-11%
COc1ccc(NC(=O)C/C(C)=N/NC(=O)C(=O)NC2CCCCC2)c(OC)c1	-4%[57.1 µM]	10%	0%	7%[57.1 µM]	39%[activator]	7	-14%	2%	2%
O=C(NNc1nc2c(F)cc(F)cc2s1)C1COc2ccccc2O1 (centres undefined)	-5%	-6%	-10%	16%	53%[activator]	-3	-4%	26%	-16%
O=C(N/N=C/c1cccc(O)c1)c1csc2ccccc12	4%[57.1 µM]	3%	-1%	-2%[57.1 µM]	11%	-4	1%	14%	-5%
CCc1c(C(=O)NNC(=S)NC2CCCCC2)csc1C	1%	-7%	-2%	8%	12%	1	-11%	9%	-12%
Cc1ccc(Cl)cc1N(C)C(=O)c1noc2c1CCCCC2	-8%	-12%	i	9%	8%	0	-1%	-14%	-16%
Fc1cccc(CSc2ccc(-c3cccs3)nn2)c1	-5%	-13%	-4%	9%	39%[activator]	0	6%	-3%	-8%
Cc1cc2c(c(=O)n1CCc1ccccc1)C(c1ccco1)C(C#N)=C(N)O2 (centres undefined)	-8%	-2%	4%	2%	14%	-9	u	5%	-7%
Cn1nnnc1SCC(=O)Nc1ccccc1[N+](=O)[O-]	3%[57.1 µM]	-2%	i	10%	6%	-10	0%	2%	-5%
O=C(O)CC(CCc1ccccc1)OC1OC(CO)C(O)C(O)C1O (centres undefined)	-6%	-17%	u	-18%	u	u	u	u	22%
Cn1c(=O)c(-c2cc(=O)[nH][nH]2)c(O)c2ccccc21	-10%	-1%	-2%	6%[57.1 µM]	8%	-2	-16%	-26%	u
CC1=CC2=C(C=O)C(=O)C(C)(O)C(O)C2=CO1 (centres undefined)	x	-7%	-7%	x	x	5	x	-1%	-22%
Cc1ccc2c(c1)/C(=C/c1ccccc1C)C(=O)N2	-1%	29%	-6%	28%	u	-3	u	-15%	-37%
Cc1cccn2cc(CCNC(=O)c3ccco3)nc12	23%[57.1 µM]	11%	i	11%[57.1 µM]	46%[activator]	2	-4%	-11%	-22%
CN1CCN(c2ccc(CNS(=O)(=O)Cc3ccc(Cl)cc3)cc2)CC1	7%	4%	-8%	15%	34%	1	3%	6%	-5%
CC(C)C(NC(=O)C1(NC(=O)OCc2ccccc2)CCCC1)C(=O)O (centres undefined)	8%[57.1 µM]	4%	-6%	13%[57.1 µM]	21%	-5	-5%	0%	-4%
O=C(c1ccccc1)n1nc(-c2ccccc2)nc1NCc1ccco1	-3%	3%	i	3%	44%[activator]	5	0%	-11%	-23%
Cc1ccc(S(=O)(=O)N2CCC(N3CCCCCC3)CC2)cc1	14%	2%	i	31%	u	2	-16%	2%	-7%
COc1ccc(CCNC(=O)CSc2cccc3cccnc23)cc1OC	-7%	-17%	-2%	-4%	26%	-2	-2%	15%	-14%
CCOC(=O)c1c(NC(=O)C(=O)N/N=C/c2ccccc2O)sc2c1CCCCC2	6%	0%	10%	14%	11%	3	10%	8%	-7%
COC(=O)c1nn(-c2ccccc2)ccc1=O	7%[57.1 µM]	-6%	0%	8%[57.1 µM]	17%	5	-1%	0%	-13%
Nc1cc([N+](=O)[O-])ccc1O	-15%	7%	-11%	-7%	u	1	u	-24%	-13%

Grouped by structure, the compounds so far containing a nitro group on carbon.
SMILES	TrxR1 substrate	IDH1 R132H inh	Tb PGK inh	TrxR1 inh	HP1b binding inh	PI4K2A block	Pin1 inhibitor	GLS inhibitor	USP1-UAF1 inh
COc1cc([N+](=O)[O-])ccc1NC(=S)NC(=O)CC(C)(C)C	-2%	3%	-6%	1%	u	-4	-4%	1%	-23%
Cn1nnnc1SCC(=O)Nc1ccccc1[N+](=O)[O-]	3%[57.1 µM]	-2%	i	10%	6%	-10	0%	2%	-5%
Nc1cc([N+](=O)[O-])ccc1O	-15%	7%	-11%	-7%	u	1	u	-24%	-13%

(list continues)
SMILES	TrxR1 substrate	IDH1 R132H inh	Tb PGK inh	TrxR1 inh	HP1b binding inh	PI4K2A block	Pin1 inhibitor	GLS inhibitor	USP1-UAF1 inh
CCOC(=O)c1ccc2c(c1)n(CCO)c(C)[n+]2CC	-9%	2%	i	-9%	19%	8	1%	11%	-4%
Cc1cccc(NC(=O)CCc2nnc3ccc(N4CCC(C)CC4)nn23)n1	-10%	2%	-5%	-12%	40%[activator]	-3	-8%	-2%	-31%
Cc1cc(-c2ccc(S(=O)(=O)Nc3cccc(C)c3C)s2)on1	-11%[57.1 µM]	0%	9%	-11%[57.1 µM]	35%[activator]	-3	2%	-19%	-11%
Cc1cccc(CNC(=O)c2ccc3nc(Cc4ccccc4)oc3c2)c1	0%[57.1 µM]	20%	7%	11%[57.1 µM]	57%[57 µM]	4	10%	-3%	u
Cc1nn(Cc2c(F)c(F)c(F)c(F)c2F)c(C)c1NC(=O)c1nn(C)cc1Br	12%	-8%	3%	45%[activator]	35%	1	1%	-3%	-24%
COc1ccc2[nH]c(=O)c(CN(Cc3nnnn3Cc3ccco3)C3CCCCC3)cc2c1	1%	0%	0%	18µM*	-26%	-3	-3%	u	-10%

Source: PubChem (National Center for Advancing Translational Sciences (NCATS))
